CHRM4 agonist: CHRM4 agonism in calcium assay; P08173; CHO-K1 hM4/Gqi5, Fluo-8 calcium fluorescence; vehicle 0%, full acetylcholine response 100%; activation, % at 3 µM; 0.14% of 360,000 active; AID 624127;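 active = activation above the run mean over all test wells plus 3 SD, cut at about 32% in these data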;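 note: peak over basal fluorescence ratio per well then scaled between controls; 0% = DMSO wells and 100% = acetylcholine at EC100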
Target sequence (P08173 whole entry, looked up): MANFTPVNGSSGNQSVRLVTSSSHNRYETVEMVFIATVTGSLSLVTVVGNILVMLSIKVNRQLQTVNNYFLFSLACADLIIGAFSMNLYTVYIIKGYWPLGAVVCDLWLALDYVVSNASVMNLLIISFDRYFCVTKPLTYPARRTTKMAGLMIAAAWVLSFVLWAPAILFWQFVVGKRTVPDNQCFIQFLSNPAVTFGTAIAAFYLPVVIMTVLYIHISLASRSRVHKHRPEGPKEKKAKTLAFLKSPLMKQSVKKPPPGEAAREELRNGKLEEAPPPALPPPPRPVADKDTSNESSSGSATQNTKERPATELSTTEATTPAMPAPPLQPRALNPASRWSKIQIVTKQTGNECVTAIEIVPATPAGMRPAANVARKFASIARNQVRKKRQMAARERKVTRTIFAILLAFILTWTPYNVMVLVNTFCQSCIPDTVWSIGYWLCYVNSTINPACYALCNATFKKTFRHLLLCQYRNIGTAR
IDE inh: inhibitors of human insulin-degrading enzyme in cells. 0.41% of 320,000 active. HEK cells, FAbetaB cleavage, fluorescence polarization. inhibition, % at 5.59 µM;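 active = percent inhibition above the average of all tested compounds plus 3 SD, set per screening campaign, cut at about 16% in these data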;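 note: IDE supplied by intact live HEK cells; FP after avidin binding of uncleaved biotin substrate so inhibition keeps polarization high; 0% = DMSO wells and 100% = 60 µM reference IDE inhibitor Ii1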
CHRM5 agonist: CHRM5 agonism in calcium assay. 0.19% of 360,000 active. activation, % at 3 µM. AID 624037. CHO-K1 hM5 cells, Fluo-8 calcium fluorescence; 0% DMSO wells, 100% maximal acetylcholine response. P08912;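 active = activation above the run's mean over test compounds plus 3 SD, cut at about 23% in these data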;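 note: signal is peak over basal fluorescence ratio across the kinetic read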
Target sequence (P08912 whole entry, looked up): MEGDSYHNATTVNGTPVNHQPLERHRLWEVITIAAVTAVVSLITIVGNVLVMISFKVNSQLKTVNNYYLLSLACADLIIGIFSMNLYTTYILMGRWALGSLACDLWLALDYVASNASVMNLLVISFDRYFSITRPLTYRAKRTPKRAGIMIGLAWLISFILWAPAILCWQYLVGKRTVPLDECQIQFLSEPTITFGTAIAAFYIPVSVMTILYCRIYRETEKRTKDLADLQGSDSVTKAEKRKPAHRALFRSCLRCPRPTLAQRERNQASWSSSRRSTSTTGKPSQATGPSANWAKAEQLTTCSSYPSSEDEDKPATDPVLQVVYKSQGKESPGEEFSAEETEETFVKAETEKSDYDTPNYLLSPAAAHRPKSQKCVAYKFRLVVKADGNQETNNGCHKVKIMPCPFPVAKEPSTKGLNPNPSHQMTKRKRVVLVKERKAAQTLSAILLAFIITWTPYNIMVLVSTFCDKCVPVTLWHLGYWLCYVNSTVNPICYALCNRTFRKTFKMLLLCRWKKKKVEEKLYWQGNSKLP
CRFBP-R2 block: CRF-BP/CRF-R2 complex antagonism; HEK293 CRF-R2/CRF-BP, CRF-induced calcium fluorescence; inhibition, % at 11.8 µM; 0.59% of 350,000 active;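 active = inhibition of the ligand-induced calcium signal above about 50% at the single tested concentration, limit read from the data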
M4 PAM: CHRM4 positive allosteric modulation; CHO-K1 hM4/Gqi5, Fluo-8 calcium fluorescence, ACh EC20; 0% = ACh EC20, 100% = maximal ACh; activation, % at 3 µM; 0.4% of 360,000 active;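 active = activation above its plate's cutoff, the mean activation of sample wells plus 3 SD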; note: some results filed as inactive read as strong as hits
CHRM5 PAM: positive allosteric modulators of human muscarinic M5 receptor; P08912; CHO-K1 hM5, Fluo-8 calcium, ACh EC20 PAM; 0% = ACh EC20, 100% = ACh EC100; activation, % at 3 µM; 0.3% of 360,000 active;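 active = activation above the run cutoff, the mean activation of all test compounds plus 3 SD, cut at about 18% in these data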
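Assay system: CHO-K1 hM5 cells / Incubation: Fluo-8 loading 80 min at 37 °C plus 30 min room temperature / Technique: Fluo-8 calcium dye fluorescence, kinetic read / Repeats: single replicate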
CHRM5 antagonist: CHRM5 antagonism in calcium assay. P08912. CHO-hM5 cells, Fluo-8 calcium fluorescence, ACh EC80. inhibition, % at 3 µM. 0.59% of 360,000 active. AID 624040;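 active = inhibition above a per-plate cutoff, the mean of that plate's test compounds plus 3 SD, cut at about 27% in these data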;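 note: 0% = acetylcholine EC80 with DMSO and 100% = DMSO without agonist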
M4 antag: blocks acetylcholine activation of human M4 receptor; P08173; CHO-hM4 cells, ACh EC80, Fluo-8 calcium fluorescence; inhibition, % at 3 µM; 0.73% of 360,000 active;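 active = inhibition above its plate's cutoff, the mean inhibition of sample wells plus 3 SD, cut at about 27% in these data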;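 note: 0% = acetylcholine EC80 with DMSO and 100% = DMSO without agonist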
CRFBP-R2 agonist: CRF-BP/CRF-R2 complex agonism | HEK293 CRF-R2/CRF-BP, calcium dye fluorescence (FLIPR); percent of saturating CRF peptide response | activation, % at 13.2 µM | 0.46% of 350,000 active | AID 588473;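 active = activation of at least 50%, plus an integration ratio under a set limit after plate pattern correction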;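 note: plate controls were neutral control wells without compound for no effect and CRF at EC100 for full effect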
* hit, by the source's call; nt = no result given.

mol	CHRM4 agonist	IDE inh	CHRM5 agonist	CRFBP-R2 block	M4 PAM	CHRM5 PAM	CHRM5 antagonist	M4 antag	CRFBP-R2 agonist
CC(=O)Nc1ccc(CNC(=O)C[N+]2(C)CCOCC2)cc1	1.0	-1.3	2.9	4.4	-2.1	14.0	-4.0	0.9	1.2
COc1ccc(CNS(=O)(=O)c2cc3c(cc2Cl)NC(=O)CO3)cc1	1.5	-2.4	2.9	-36.7	-0.1	-1.7	0.4	2.8	1.2
CC(=O)C1(O)C(C)CC2C3CC(F)C4(O)CC(O)CCC4(C)C3CCC21C (configuration not stated)	12.2	nt	3.9	-1.3	-0.7	-16.5	19.2	-1.5	3.2
COc1ccccc1NC(=O)/C(C#N)=C/c1cc([N+](=O)[O-])ccc1N1CCCC1	0.8	-8.1	0.4	-42.9	9.7	-2.4	4.7	3.0	91.8*
CCOC(=O)c1c(-c2ccccc2)nnn1-c1nc(OC)nc(N2CCOCC2)n1	0.6	-1.4	0.5	12.8	7.0	0.9	-6.7	9.2	-0.3
S=C1c2ccccc2CN1c1ccccc1	-1.2	3.1	-6.0	3.1	-1.7	-0.6	7.1	2.0	0.6
Cc1cc(OCCOc2cccc3cccnc23)cc(C)c1Cl	5.4	-2.4	-4.4	-8.5	-5.8	-2.9	-3.0	-6.6	2.8
COc1cc(-c2nc(C(=O)NCC3CCCO3)cc3c2[nH]c2ccccc23)cc(OC)c1OC (configuration not stated)	25.8	7.4	4.2	-10.1	-10.3	-19.5	9.4	-23.4	0.2

Continuation:
mol	CHRM4 agonist	IDE inh	CHRM5 agonist	CRFBP-R2 block	M4 PAM	CHRM5 PAM	CHRM5 antagonist	M4 antag	CRFBP-R2 agonist
Cc1cccc(CN2CCN(C(=O)CCl)CC2)c1	1.9	2.8	-0.9	24.5	-4.9	5.9	-4.4	-2.8	0.9
CCCC12CN(C(=O)c3ccco3)CC(CCC)(CN(C(=O)c3ccco3)C1)C2=O	2.1	1.0	-6.0	15.5	1.8	3.2	6.3	-5.4	-1.5
COc1ccc(CN(CC(=O)NCc2ccccc2)C(=O)CCC(=O)Nc2ccccn2)cc1	2.0	1.1	1.2	-12.9	-0.9	-0.1	3.4	8.2	-0.2
CCCC(c1nnnn1CC1CCCO1)N1CCN(c2ccccc2)CC1 (configuration not stated)	2.2	1.0	-2.2	12.1	8.8	-12.4	-1.4	-5.7	1.1
O=C(NC1=NCCS1)C1CCCCC1	2.9	4.4	-5.8	10.3	-0.5	5.2	6.3	-2.8	-0.8
O=c1c2ccccc2n(Cc2ccc(Cl)cc2)c(=O)n1Cc1ccco1	-1.6	3.9	-4.3	11.0	3.6	-0.2	-2.8	0.5	1.4
CC(C)c1ccc(NC(=S)NNC(=O)c2cccnc2)cc1	0.0	-0.6	-1.4	-5.1	1.7	2.1	7.8	7.6	-2.9
COC(=O)C1=CN(Cc2cccs2)C=C(C(=O)OC)C1c1cccc(O)c1	0.8	-0.9	-2.5	-7.8	7.2	-11.2	20.4	-4.8	-0.8

(further entries)
mol	CHRM4 agonist	IDE inh	CHRM5 agonist	CRFBP-R2 block	M4 PAM	CHRM5 PAM	CHRM5 antagonist	M4 antag	CRFBP-R2 agonist
COc1cccc(-c2ccc3c(c2)S(=O)(=O)c2cccc(C(=O)O)c2C3=O)c1OC	0.6	2.9	2.4	0.6	-1.8	-3.6	3.8	16.4	-0.9
CCC1=C(OC(=O)N(CC)CC)N2C(=O)OC(=NCCc3c[nH]c4ccccc34)[C@]2(Cc2ccccc2)[C@H]2C1=CC[C@H]1C(=O)N(CC)C(=O)[C@H]12	6.3	-1.7	-2.2	4.4	3.7	-12.4	4.7	-20.9	-0.6
CCN1C(=O)/C(=C\c2ccc3c(c2)OCO3)C(C(=O)OC)=C1C	1.1	1.7	0.4	-12.7	-1.3	0.6	3.2	6.9	-0.8
COc1ccccc1CNC(=O)CCCn1nc(C)c2c(C)n(-c3ccc(C)cc3)nc2c1=O	1.4	-11.3	-4.9	-2.3	-5.8	-1.3	10.1	3.9	0.2
NNC(=O)c1cc2c(s1)-c1cc(Cl)ccc1SC2	0.6	-1.6	-2.7	3.5	0.7	-11.8	11.8	6.7	-0.2
c1ccc(-c2noc(C34CC5CC(CC(C5)C3)C4)n2)cc1	-0.4	1.1	-1.1	-9.4	-4.5	0.8	-1.9	2.0	1.6
CC(NC(=O)c1cnc2n(c1=O)CCS2)c1ccccc1 (configuration not stated)	1.8	-2.8	-3.3	10.2	8.2	11.6	-6.9	4.3	-1.0
CCN(CCCNC(=O)C1CCC(=O)N1Cc1ccccc1Cl)c1cccc(C)c1 (configuration not stated)	4.3	12.1	-1.5	28.7	4.8	7.7	-2.2	2.7	-8.7

Continued:
mol	CHRM4 agonist	IDE inh	CHRM5 agonist	CRFBP-R2 block	M4 PAM	CHRM5 PAM	CHRM5 antagonist	M4 antag	CRFBP-R2 agonist
O=C(c1cc(Cl)ccc1Cl)N1CCN(c2ccccn2)CC1	1.7	-2.8	1.1	21.3	6.8	-1.0	-5.9	-0.1	-2.7
Cc1nc(SCc2nc3ccc(C(F)(F)F)cc3[nH]2)c2oc3ccccc3c2n1	10.6	1.2	-1.5	-3.5	8.6	-1.4	3.7	-2.4	1.1
Cc1ccc2nc(Cl)c(/C=N/Nc3ccc(C(=O)O)cc3)cc2c1	0.8	-1.6	-1.8	8.0	16.9	5.8	-11.9	-0.8	2.3
Cc1cc(C)nc(Sc2ccc(/C=C(\C#N)C(=O)Nc3ccccc3)o2)n1	6.3	2.6	-3.0	-11.5	3.4	-3.4	-5.4	-18.5	-0.3
COCc1nnc(SCC(=O)Nc2cccc(Cl)c2C)n1-c1ccccc1	3.6	-2.5	1.0	-4.8	3.1	-4.7	-0.1	-1.9	-1.8
c1cc2c(cc1-c1cnc3n1CCC3)OCCO2	2.1	0.9	-6.1	17.4	-3.9	-5.2	3.6	-10.4	0.2
Cc1cc2nc(N3CCN(C(=O)c4cccs4)CC3)sc2cc1C	6.2	2.4	4.3	8.7	4.5	-1.0	8.0	4.2	-1.2
COC(=O)C[C@@H]1CC[C@@H](NC(=O)c2ccccc2F)[C@@H](CO)O1	1.2	nt	0.8	nt	7.1	-2.2	6.0	4.6	nt

New compounds follow:
mol	CHRM4 agonist	IDE inh	CHRM5 agonist	CRFBP-R2 block	M4 PAM	CHRM5 PAM	CHRM5 antagonist	M4 antag	CRFBP-R2 agonist
COc1ccccc1/C=N/NC(=O)c1nnn(-c2nonc2N)c1-c1ccccc1	4.1	-5.1	-4.6	-15.2	3.6	-1.3	0.4	-4.0	0.1
Cc1cc(NC(=O)COc2ccc3oc4ccccc4c3c2)no1	1.1	8.5	-0.8	-23.6	3.9	-0.7	-2.4	-5.9	8.0
CCOc1ccc(NC2c3ccccc3C(=O)N2Cc2ccco2)cc1 (configuration not stated)	6.6	0.0	5.4	19.3	1.8	-4.2	-7.5	-22.4	-2.2
Fc1cccc(Cl)c1/C=N/Nc1ccccn1	0.1	-0.2	0.2	-22.3	3.6	5.7	6.1	-5.0	3.2
CCOC(=O)CSc1cc(-c2ccccc2)nc2ncnn12	2.4	1.7	-8.4	-14.2	-6.5	2.5	-0.7	5.0	-0.2
O=C(NC(=S)Nc1ccccc1O)c1ccc(Cl)cc1Cl	4.4	3.9	-5.8	6.3	0.2	-5.3	-0.9	-8.4	-2.0
COC(=O)CNC(=O)C(C)NC(=O)CNC(=O)OCc1ccccc1 (configuration not stated)	3.2	1.2	0.2	29.3	3.9	-3.1	4.1	10.2	8.5
CC1(C)C(c2ccc(Cl)cc2)=[N+]([O-])C2(CCCC/C2=N\O)N1O (configuration not stated)	0.2	-0.2	-1.9	2.9	9.3	-7.7	-10.7	-3.2	-0.4

Next entries.
mol	CHRM4 agonist	IDE inh	CHRM5 agonist	CRFBP-R2 block	M4 PAM	CHRM5 PAM	CHRM5 antagonist	M4 antag	CRFBP-R2 agonist
Cc1c(NS(=O)(=O)c2ccc(Cl)c(C(=O)OC(C)C(=O)NCc3ccco3)c2)c(=O)n(-c2ccccc2)n1C (configuration not stated)	8.1	-1.7	2.7	12.4	5.3	1.3	2.2	-4.9	-1.2
COc1ccc(C)cc1S(=O)(=O)NCc1ccccn1	1.7	nt	-2.2	5.9	11.9	2.1	-5.3	-21.5	0.3
CC(Nc1ccc(Br)cc1)C(=O)N/N=C/c1ccccc1OCc1ccccc1 (configuration not stated)	1.3	-1.3	3.8	-30.1	25.2	-4.6	4.0	0.2	0.3
COC(=O)C1=C(C)N(CCCC(=O)O)C(=O)NC1c1ccc(C#N)cc1 (configuration not stated)	1.6	-6.2	2.2	2.4	5.2	-4.1	10.7	2.0	-0.8
COC(=O)c1ccnc(SCC(=O)c2ccccc2)c1	1.0	-2.4	-3.1	-17.2	1.8	-3.8	13.1	-1.2	-2.3
Cc1cc(C)n2nc(CNS(=O)(=O)c3ccc(F)c(C)c3)nc2n1	0.8	-0.2	0.2	10.1	13.8	1.6	-3.7	-15.9	0.2
Cc1ccc(-n2c(=O)cc(N3CCN(C(=O)c4ccco4)CC3)[nH]c2=O)cc1	1.4	2.0	-0.8	5.4	3.8	-2.2	-1.9	-21.4	-0.9
COc1ccccc1S(=O)(=O)Nc1ccc(-c2nnc3n2CCCCC3)cc1	0.1	2.7	-1.2	7.0	3.8	2.9	-5.9	2.7	-1.6

Next entries follow.
mol	CHRM4 agonist	IDE inh	CHRM5 agonist	CRFBP-R2 block	M4 PAM	CHRM5 PAM	CHRM5 antagonist	M4 antag	CRFBP-R2 agonist
CCN(CC)CCCNC(=O)c1sc2ncn(CC(=O)Nc3ccc(C)c(Cl)c3)c(=O)c2c1C	0.6	5.7	-6.9	-11.7	7.7	14.6	-9.5	-9.2	-0.7
Nc1ccn([C@@H]2O[C@H](CO)[C@@H](O)[C@H]2O)c(=O)n1	0.7	nt	0.8	7.3	2.2	1.7	2.5	4.9	-0.2
CCN(CC)C(=O)C1CCCN(c2ccc([N+](=O)[O-])cc2/C=N/NC(=O)c2ccccc2)C1 (configuration not stated)	1.8	-1.4	-0.7	25.4	2.2	-3.1	4.8	11.2	0.6
Cn1c(=O)n(C)c2cc(NS(=O)(=O)c3ccc(C(C)(C)C)cc3)ccc21	12.9	1.4	6.1	-28.4	-6.7	-15.8	22.6	10.1	1.1
Cc1ccc(N(C(=O)c2ccco2)C(C(=O)NC2CCCC2)c2cccnc2)cc1C (configuration not stated)	-0.7	-3.5	2.2	-10.5	1.8	-4.2	-2.2	1.9	2.0
Cc1cc(C(=O)OCC(=O)Nc2cc(Cl)ccc2C)c(C)o1	-0.1	-3.5	1.6	1.1	9.0	-10.8	5.3	-0.9	-1.7
CS(=O)(=O)NCc1ccc(C(=O)NCCOc2ccccc2)cc1	1.3	2.6	-0.2	15.2	11.3	-7.2	0.5	-16.1	0.4
